Screens as filed in PubChem BioAssay.
Dynein transport: blocks dynein driven cargo transport along microtubules; z-score, hits read low; 3617.4 mouse cells, GR-EGFP nuclear translocation imaging; test concentration mostly 20 µM; stimulated with dexamethasone, 1 µM; stronger effect = lower value; hit rate 0.47% among 220,000;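 active = plate z-score of nuclear minus cytoplasmic receptor signal below a set negative limit, without overly bright fluorescence or cell loss, cut at about -3.5 in these data, passing the limit was not always enough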;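 also: z-score of nuclear minus cytoplasmic ring GR-EGFP intensity difference per well; some compounds called inactive have numbers as strong as hits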
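Also added: dexamethasone, 1.0 µM final. Medium: tet-free, stripped-serum medium. Detection: fixed, Hoechst-stained cells imaged at 10x for EGFP. Read-out: nuclear-to-cytoplasmic GR-EGFP distribution per well. Times: induction 48 h, compound 1 h, agonist 30 min.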
UTI89 phage lysis: protection from phage-mediated lysis, alamar blue read-out – E. coli UTI89, K1F phage, bacterial capsule biogenesis inhibitors (AID 488966). E. coli UTI89 K1F phage lysis, alamar blue, 2 h; higher % means a stronger effect. one-dose inhibition, % at 100 µM; IC50 in µM for titrated hits. hit rate 0.02% among 340,000;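 active = phage lysis inhibition, versus mean bacterial control, above a set limit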;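 also: capsule biogenesis inhibitors block K1F phage lysis so surviving cells raise fluorescence; higher fluorescence means more inhibition of phage lysis; actives were called in the ten point dose series up to 300 µM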
b-catenin transl: alters nuclear translocation of beta-catenin in HeLa cells | immunofluorescence imaging | AID 1665 | hit rate 0.3% among 190,000 | nuclear translocation activity, % at 5 µM;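 active = nuclear translocation activity above 50% at 5 µM, with a well cell count of 50 or more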;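 also: per-cell ratio of nuclear to cytoplasmic median beta-catenin stain intensity; plate controls were DMSO negative control for no effect and GSK-3 inhibitor IX positive control for full effect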
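assay system = human HeLa cells, endogenous beta-catenin | times = compound treatment 24 h, 37°C, 5% CO2 | detection = Anti-beta-catenin immunofluorescence on PFA-fixed, Triton-permeabilized cells, DAPI nuclei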
M17LAP inhibition: P. falciparum M17LAP inhibitors, primary screen, biochemical, fluorogenic H-Leu-NHMec substrate, 1536-well (AID 1619). inhibition, % at 30 µM; hits with a dose series show IC50 in µM. recombinant M17LAP, H-Leu-NHMec fluorogenic kinetic assay; higher % means a stronger effect. hit rate 0.38% among 220,000;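 active = compound inhibiting the enzyme by more than half at any dose during confirmatory dose-response retesting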;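 also: plate controls were full reaction with DMSO carrier for no effect and no enzyme background for full effect; strong numbers were not always called active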
Autophagy mod: autophagy modulation, high-content screen. MEF GFP-LC3 puncta imaging; test concentration mostly 10 µM. calls only at 10 µM (by protocol). hit rate 0.98% among 190,000;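 active = percentage of spot-positive cells more than 3 SD above its plate mean, without a fluorescence outlier flag or 80% toxicity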;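 also: spot-positive cell cutoff set from DMSO-treated cells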
ER stress rescue: protection against thapsigargin-triggered cell killing – 384-well, CSM14.1, ATP luminescence, primary screen (AID 1222) | CSM14.1 thapsigargin-induced death rescue, ATP luminescence; higher % means a stronger effect | one-dose cellular ATP content (survival), % at 20 µM; EC50 in µM for titrated hits | 190,000 tested, under 10 active;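 active = EC50 below 50 µM in the dose-response confirmation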;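 also: death triggered by thapsigargin at about 15 µM added after 2 h compound pretreatment; cell ATP read after overnight thapsigargin exposure of roughly 18 to 22 hours; normalized against plate controls of thapsigargin alone and 5% DMSO vehicle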
Ins promoter up: MIN6 insulin promoter up-regulation; MIN6 insulin promoter-GFP reporter, high-content imaging; stronger effect = higher value; z-score at 5 µM; hit rate 0.3% among 190,000; AID 1625;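 active = z-score above 3 at 5 µM with at least 500 cells counted in the well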
P. falciparum M1AAP: P. falciparum M1AAP inhibitors, biochemical, fluorogenic H-Leu-NHMec substrate, 1536-well (AID 1445). hit rate 0.42% among 220,000. recombinant M1AAP, H-Leu-NHMec fluorogenic kinetic assay; higher % means a stronger effect. inhibition, % at 30 µM, or IC50 in µM where a hit was titrated;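 active = primary inhibition above the hit cutoff, then over 50% inhibition at one or more dose response concentrations, cut at about 23% in these data, passing the limit was not always enough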;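 also: plate controls were DMSO full reaction for no effect and no enzyme background for full effect; strong numbers were not always called active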
MT stabilize HCS: microtubule stabilization, imaging screen; HeLa tubulin immunostaining HCS, 24 h; share of cells brighter than vehicle mean+2SD; % tubulin-high responders, % at 10 µM; hit rate 0.83% among 200,000; AID 2205;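 active = plate Z-score above 3 for both tubulin-high and condensed-nucleus cell shares, with cell loss under 80%, at 10 µM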;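 also: anti alpha tubulin signal scored within the nucleus-defined area of each cell; some results filed as inactive read as strong as hits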
Dynein transport cytoplasmic EGFP: also measured in Dynein transport; calls as there; z-score; measured here: cytoplasmic GR-EGFP intensity; stronger effect = higher value
Dynein transport nuclear GR-EGFP: also measured in Dynein transport; calls as there; z-score; measured here: nuclear GR-EGFP intensity;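 lower value marks the stronger effect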
Dynein transport cell count: recorded beside Dynein transport, whose call it bears; z-score; measured here: cell count per field
Ins promoter up cell count: recorded beside Ins promoter up, whose call it bears; cell count; measured here: cytotoxicity, nuclei count;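 total cells summed across four imaged fields per well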
b-catenin transl cell count 5 µM: second read-out of b-catenin transl, no call of its own (marks repeat the call); cell count; measured here: cell count, cytotoxicity flag
MT stabilize HCS Hoechst-high %: also measured in MT stabilize HCS; calls as there; % Hoechst-high responders; measured here: nuclear condensation Hoechst responders;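 share of cells brighter than vehicle mean plus two SD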
MT stabilize HCS cytotoxicity %: second read-out of MT stabilize HCS, no call of its own (marks repeat the call); toxicity, %; measured here: cytotoxicity by cell density;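 0% = mean cell density of plate MIN control wells and 100% = no cells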
Autophagy mod cell loss 18 h: also measured in Autophagy mod; calls as there; toxicity, %; measured here: cell loss, nuclei count;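 cell loss after 18 h compound exposure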
* = called active by the depositor; i = inactive; . = not tested or not shown; [ ] = remark or other dose.

SMILES	Dynein transport	Dynein transport cytoplasmic EGFP	Dynein transport nuclear GR-EGFP	Dynein transport cell count	UTI89 phage lysis	b-catenin transl	b-catenin transl cell count 5 µM	M17LAP inhibition	Autophagy mod	Autophagy mod cell loss 18 h	ER stress rescue	Ins promoter up	Ins promoter up cell count	P. falciparum M1AAP	MT stabilize HCS	MT stabilize HCS Hoechst-high %	MT stabilize HCS cytotoxicity %
COc1ccc(C2NCCO2)cc1OC (stereo unspecified)	-0.795	-0.18	-0.361	0.183	-0.4%	0.5	1006	0.8%	i	-8.6	0.8%	0.03	1465	-2.7%	1.3	1.6	5.0
Cc1cc(-c2n[nH]c(=S)n2/N=C/c2cccc([N+](=O)[O-])c2)n[nH]1	-0.193	-0.158	-0.51	0.0792	2.2%	-4.0	528	11.9%	i	-4.9	-1.8%	-0.07	1476	11.1%	1.9	4.7	6.8
CC(C)CCNC1=NCCCCC1	-2.14	-0.199	-1.32	0.452	0.9%	4.4	1222	11.1%	i	4.2	-0.2%	-0.08	1698	6.5%	2.2	1.6	0.5
O=c1c2ccccc2nc2c3ccccc3c(NCCO)nn12	0.762	-0.269	0.916	-0.424	-1.3%	-2.7	1029	0.3%	i	-14.0	-1.9%	0.11	1662	10.6%	1.7	0.7	1.0
COC(=O)CCSCc1cn2cc(Cl)ccc2n1	2.65	-0.0993	0.291	-1.28	1.0%	-2.1	1087	6.9%	i	5.8	-3.3%	-0.38	1943	0.4%	1.6	1.5	6.7
O=C(Cc1cccs1)Nc1ccccc1-c1nc2ccccc2[nH]1	-0.174	-0.699	-0.244	-0.623	.	1.2	1311	2.9%	.	.	.	-0.33	1035	7.2%	.	.	.
CCOc1ccc(OCC)c(NC(=O)C2CCN(c3ncccn3)CC2)c1	-0.203	-0.172	0.2	1.15	0.0%	.	.	2.2%	i	1.4	-3.2%	-0.87	1178	5.6%	1.4	0.5	28.4
CCOc1ccccc1NC(=O)N1CCN(S(C)(=O)=O)CC1	1.62	-0.304	0.908	-0.879	5.2%	-3.4	1012	-3.5%	i	9.3	-1.2%	0.13	1438	-1.5%	4.9	1.8	14.2
COCCn1c(-c2ccc(OC)cc2)cnc1N	1.22	-0.167	0.919	0.0106	0.1%	-1.1	934	2.9%	i	7.4	-1.8%	-0.09	1118	-1.5%	1.9	1.0	5.9
Cc1ccc(C(=O)N2CCN(CCNC(=O)C(=O)NC(C)C)CC2)cc1	-0.556	-0.307	0.109	0.975	-1.4%	0.7	1469	.	i	-2.6	-0.7%	-0.1	1498	.	3.5	1.8	9.6
Cc1ccc[n+](-c2[nH]c(=O)sc2/C=N/N=C(\[O-])CCn2c3ccccc3c3ccccc32)c1	0.2	-0.127	0.256	0.0572	-0.5%	0.5	1273	1.5%	.	.	.	0.18	1098	2.5%	.	.	.
O=C(NCc1cccnc1)/C(=C/c1ccco1)NC(=O)c1ccccc1	-0.466	-0.000297	-0.0847	-0.0991	0.2%	3.2	1315	-0.1%	i	-5.0	-1.8%	-0.4	1552	9.3%	1.4	1.2	5.9
Cc1ccc(N(CC(=O)N2CCn3c2nc2ccccc23)S(=O)(=O)c2c(C)n[nH]c2C)cc1	-0.708	-0.235	-0.00751	0.554	5.1%	-2.9	942	-5.4%	i	13.4	0.3%	0.34	1512	-2.3%	4.2	1.8	5.4
CC1CCc2nn(CC(=O)NCCCN3CCCCC3)cc2C1 (stereo unspecified)	1.85	0.283	1.41	-1.76	4.5%	.	.	14.3%	i	-8.0	-0.5%	0.31	830	16.0%	3.5	1.9	7.2
CCc1ccc(/C=C2\SC(=S)N(CCC(=O)NC3=NCCS3)C2=O)cc1	-0.907	0.131	-0.345	0.343	.	-1.6	1152	-7.3%	i	-2.6	2.4%	-0.3	1292	2.1%	2.8	2.8	6.9
CCCCCCCOc1ccc(-c2ccc(C#N)cn2)cc1	-0.328	-0.33	-0.631	1.04	0.6%[50 µM]	-5.4	590	-3.4%	i	4.6	1.7%	-0.27	1341	2.5%	1.9	3.9	3.8
O=C(O)CCSCC(=O)c1ccc2c(c1)OCCO2	2.81	-0.0784	1.52	-1.67	0.1%	-5.7	1016	26.5%	i	7.7	-0.2%	0.29	1179	10.9%	4.1	1.9	6.3
Cc1occc1C(=O)NNC(=S)NCc1ccccc1	0.318	-0.0717	-0.175	-0.231	6.0%	-1.9	956	20.9%	i	21.4	-4.1%	.	.	-1.6%	2.9	1.7	5.6
N#Cc1ccc(C(=O)N2CCN(S(=O)(=O)c3ccc(Br)s3)CC2)cc1	-1.08	-0.255	-0.477	0.567	0.5%	-4.3	1101	0.6%	i	-6.6	-1.5%	0.59	1238	-1.5%	4.9	1.5	7.9
CC1(c2ccc(OC(F)F)cc2)NC(=O)N(CC(=O)Nc2ccc3c(c2)OCO3)C1=O (stereo unspecified)	-0.531	0.0363	0.00125	-0.14	-0.3%	.	.	5.2%	i	2.5	.	0.05	1284	22.2%	2.2	3.0	15.8
COC(=O)COc1ccc(S(=O)(=O)NCc2cccnc2)cc1	-0.603	-0.263	-0.366	1.15	0.9%	0.5	973	-2.5%	i	-6.8	0.4%	0.23	1301	1.2%	3.0	2.1	6.3
COc1ccc(-c2cc(Nc3ccccc3NC(=O)C(F)(F)F)n(CCC#N)n2)cc1	-0.775	-0.222	-0.643	0.763	0.6%[50 µM]	-0.2	1009	11.8%	i	-4.6	-0.7%	-0.76	1510	-0.7%	2.5	3.1	8.1
CC(=O)c1ccc(N2CCN(C(=O)Cc3n[nH]c(=O)c4ccccc34)CC2)cc1	-0.0431	-0.175	-0.359	0.209	0.1%	-0.3	893	-15.0%	i	8.3	-0.2%	0.04	1609	7.4%	4.5	2.5	8.1
O=C(NNC(=O)c1cc([N+](=O)[O-])ccc1Cl)c1cccs1	1.3	-0.214	1.05	-0.775	0.1%	-1.2	1173	8.9%	i	6.3	-0.4%	0.22	1417	-3.5%	7.6	2.6	0.6
O=C(OCc1nnc(-c2ccccc2)o1)C12CC3CC(CC(Br)(C3)C1)C2	0.692	-0.138	0.271	-0.315	0.2%	-1.2	1142	5.1%	i	20.1	-1.8%	-0.39	1154	-6.1%	1.9	1.0	10.8
COc1ccccc1NC(=O)c1ccc(NC(=O)Cc2n[nH]c(=O)c3ccccc23)cc1	1.02	-0.222	0.478	-0.652	0.0%	3.4	1034	-8.4%	.	.	.	1.17	1431	-4.8%	.	.	.
O=C(c1cnccn1)N1CCN(c2ccccc2)CC1	2.39	-0.261	1.38	-0.979	0.1%	0.4	1344	2.7%	i	11.2	-5.0%	-0.2	1614	2.1%	1.6	1.2	6.8
O=C(COc1ccc(/C=N/NS(=O)(=O)c2ccccc2)cc1)N1CCOCC1	0.248	-0.22	-0.0993	0.425	-3.1%	-1.9	1084	12.9%	i	2.7	-1.2%	0.04	1155	3.1%	2.5	2.5	10.7
O=C(Nc1ccc(Cl)cc1)[C@@H]1[C@@H]2C(=O)N(c3ccc(Cl)cc3)C(=O)[C@@H]2[C@H]2C=CC=NN21	-0.889	-0.0703	-0.341	0.815	0.3%	-2.5	1229	-1.4%	i	-19.6	0.2%	-1.06	909	2.2%	1.0	1.3	8.5
c1cncc(-c2nc(NCc3cccs3)c3ccccc3n2)c1	1.04	-0.22	0.516	0.127	2.7%	0.1	1107	3.0%	i	19.2	0.4%	-0.36	1444	11.1%	2.1	2.2	8.0
O=C(Nc1nc(-c2ccccn2)cs1)C12CC3CC(CC(O)(C3)C1)C2	0.475	-0.193	0.535	-1.97	-2.8%	-0.1	1164	0.5%	i	0.9	-3.6%	-0.44	1224	-7.4%	2.2	2.2	11.4
CS(=O)(=O)N(Cc1ccc(Cl)cc1)c1ccc(C(=O)NCc2ccccn2)cc1	0.169	-0.229	0.502	-0.0864	1.2%[50 µM]	-1.3	1324	-13.3%	.	.	.	0.16	1067	2.6%	.	.	.
COc1cccc(-c2csc(N3CCN(C(=S)Nc4ccccc4)CC3)n2)c1	-0.288	-0.142	-0.168	0.561	3.4%	-2.4	1360	8.5%	i	-2.2	0.4%	-0.06	1562	2.5%	2.1	1.6	7.8
CC(=O)NC1=NN(C(C)=O)C(C)(c2ccc(C)o2)S1 (stereo unspecified)	0.223	-0.0981	0.714	-0.726	1.2%	-1.5	978	.	i	-3.6	-1.3%	0.39	1650	.	1.0	1.3	0.7
O=C(NNC1=C(C(=O)C(F)(F)F)CCC1)c1cccc(Cl)c1	0.193	-0.16	0.168	0.0588	-0.4%	0.8	1056	6.0%	i	-3.1	-0.6%	0.01	836	9.7%	1.0	0.6	0.5
CCOC(=O)C1=C(O)/C(=C/c2cn(CC(=O)N3CCCC3)c3ccccc23)SC1=Nc1ccccc1	2.81	18	5.73	-3.31	0.7%	-1.2	1299	-3.4%	i	-9.7	2.1%	2.85	1430	9.2%	2.6	1.9	9.2
COc1ccc(OC)c(N2C(N)=C(C#N)C(c3ccc(OC)c(O)c3)C3=C2CC(C)(C)CC3=O)c1 (stereo unspecified)	-0.156	-0.223	0.46	0.0213	.	1.3	1373	-8.7%	.	.	.	-0.19	1039	-0.3%	.	.	.
CCOC(=O)CC(NC(=O)C(CC)c1ccccc1)c1ccccc1Cl (stereo unspecified)	1.18	-0.154	0.988	-0.892	1.2%[50 µM]	1.7	1056	3.8%	i	-3.1	-2.1%	0.16	1445	0.2%	2.1	3.0	4.3
